# Bioassay records deposited in PubChem BioAssay by ICCB-Longwood Screening Facility, Harvard Medical School.
# PV pol inh: poliovirus RdRp elongation inhibitors, primary screen, biochemical, fluorescence polarization, total intensity; poliovirus polymerase elongation; stronger effect = lower value; Genome polyprotein (Poliovirus type 1 (strain Mahoney)), P03300; actives 0.66% (n = 150,000); % elongation, % (compound at 16.7 µg/mL); in the data active = % elongation below about 90%; also: some results filed as inactive read as strong as hits
# Target sequence (P03300 1749-2209 limits assumed): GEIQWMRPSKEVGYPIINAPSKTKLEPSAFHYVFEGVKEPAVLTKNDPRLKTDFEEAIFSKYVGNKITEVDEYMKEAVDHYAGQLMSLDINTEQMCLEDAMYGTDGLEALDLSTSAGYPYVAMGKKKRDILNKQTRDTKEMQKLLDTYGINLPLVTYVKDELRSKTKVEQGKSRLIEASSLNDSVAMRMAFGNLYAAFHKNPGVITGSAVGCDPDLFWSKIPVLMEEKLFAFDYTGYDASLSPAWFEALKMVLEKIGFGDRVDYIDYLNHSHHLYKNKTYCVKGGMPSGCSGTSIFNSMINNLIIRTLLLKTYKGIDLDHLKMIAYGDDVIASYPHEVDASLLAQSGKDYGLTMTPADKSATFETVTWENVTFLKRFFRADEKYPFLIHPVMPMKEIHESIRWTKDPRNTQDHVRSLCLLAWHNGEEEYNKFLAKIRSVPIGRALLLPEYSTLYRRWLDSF
# PV pol inh FP z-score: also measured in PV pol inh; calls as there; z-score; measured here: FP z-score; hits read low
# * = called active by the depositor; & = joins results of further samples. Some of the compounds tested (hit frequency here may not be typical).
Structure,PV pol inh,PV pol inh FP z-score
COC(=O)C1=C(C)N=C2SC(C#N)=C(N)N2C1c1ccccc1 (configuration not stated),104,0.7
CC(c1ccccc1)N1C(=O)c2ccccc2C1=O (configuration not stated),98,-0.3
COc1ccccc1Nc1nn2c(=O)c3ccc(C(=O)N4CCC(C)CC4)cc3nc2s1,102,-0.9
COc1ccc2nc(SCc3nnc(-c4ccccc4)o3)c(C#N)cc2c1,101,-0.4
NC(=O)CN1c2cccc3cccc(c23)S1(=O)=O,104,0.6
Cc1cn2c(=O)c(C(=O)NCCCc3ccccc3)cnc2s1,106,1.4
Cc1ccc(NC(=O)CSc2nc3ccccc3n2CC(=O)N2CCC(C)CC2)cc1C,103,-0.5
O=C(COC(=O)/C=C/c1ccco1)Nc1ccc(Cl)cc1,100,-0.5
CCN(c1ccc(OC)cc1)S(=O)(=O)c1ccc2c(c1)N(C(C)=O)CCO2,103,0.5
CCOc1ccc(S(=O)(=O)N2CCN(Cc3nc4ccc(C)cc4o3)CC2)cc1,101,-1.1
CC(C)N(C)c1ncnc2sc3c(c12)CCC3,103,0.9
CCCC(=O)Nc1ccc(C(=O)Cn2nnc(-c3cccc(F)c3)n2)cc1,105,0.4
Cc1ccc(C(=O)CC2(O)C(=O)N(Cc3ccccc3F)c3ccccc32)cc1 (configuration not stated),109,1
CS(=O)(=O)N1Cc2ccccc2CC1C(=O)OCC(=O)N1CCc2ccccc21 (configuration not stated),101,-0.4
CC(=O)c1ccc(S(=O)(=O)Nc2ccc(-c3ccc(N4CCCCCC4)nn3)cc2)cc1,117,2.5
Cn1c2ccccc2c2nnc(SCC(=O)c3ccc(Cl)cc3)nc21,101,-0.2
Cn1c(=O)c(/C(N)=N/O)cn(-c2ccccc2)c1=O,100,-0.6
Cc1ccc(/C=C2\SC(=S)N(CCCCC(=O)O)C2=O)o1,112,1
O=C(c1noc2c1CCCCC2)N1CCCc2ccccc21,106,0.8
O=c1[nH]nc(NCc2nc3ncccc3[nH]2)c2ccccc12,101,-0.1

# Shown with two lines to a compound: 3 of the compounds above
# Second line of a record – PV pol inh, PV pol inh FP z-score
COC(=O)C1=C(C)N=C2SC(C#N)=C(N)N2C1c1ccccc1 (configuration not stated)
  104, 0.7
CCN(c1ccc(OC)cc1)S(=O)(=O)c1ccc2c(c1)N(C(C)=O)CCO2
  103, 0.5
O=c1[nH]nc(NCc2nc3ncccc3[nH]2)c2ccccc12
  101, -0.1

# The list goes on.
Structure,PV pol inh,PV pol inh FP z-score
N#CCSc1nc(-c2ccccc2)cc(=O)[nH]1,105,0.2
C=CCNc1nc(N)c(C(=O)c2ccc(OC)cc2)s1,104,0.7
O=C(c1ccccc1)N1CCN(c2nc(-c3ccccc3)c3cc(Br)ccc3n2)CC1,103,-0.2
O=C(NCCc1nnc2ccc(SCC(=O)N3CCc4ccccc43)nn12)c1ccccc1,100,-0.5
OCCNc1nc(N2CCOCC2)ncc1F,105,1.5
COc1ccc(NC(=O)CCc2c(C)c3c(C)nn(-c4cccc(F)c4)c3n(C)c2=O)cc1OC,103,1.3
CCCN(CCC)C(=O)c1c(C)[nH]c(C(=O)OCC)c1C,102,0.9
CCN(CC)C(=O)Cn1nnc2sc(-c3ccccc3)cc2c1=O,110,0.5
COc1ccccc1CC(=O)Nc1ccc2nc(N3CCC(C)CC3)cc(C)c2c1,101,-1.1
CCOC(=O)/C=C(\C)NC1CC(C)(C)NC(C)(C)C1,102,-0.2
Cc1ccc(-c2nn(CC(=O)NCc3ccccc3)c3c2cnc2ccc(F)cc23)cc1C,104,-0.6
Cc1cc(C(=O)O)no1,101,-0.1
CC(=O)Nc1ccc(-n2sc3c(c2=S)-c2cc(C)ccc2NC3(C)C)cc1,101,-0.1
COc1cc(SC)ccc1C(=O)N1CCC(C(N)=O)CC1,103,0.4
COC(=O)c1ccc2c(=O)n(CCCC(=O)O)c(=S)[nH]c2c1,102,0.4
Cc1ccc2c(cnn2C(=O)CCCC(=O)NC2CCCC(C)C2C)c1 (configuration not stated),104,0.3
Nc1c(C(=O)c2cc(F)ccc2O)cnn1-c1ccc(Cl)cc1,105,0.6
CC1=CC(=C(C#N)C#N)C=C(C)N1CC1CCCO1 (configuration not stated),96,-0.3
Cc1cc(=O)oc2cc(OCC(=O)Nc3ccc(O)c(C(=O)O)c3)ccc12,100,-1.3
Cc1n[nH]c(=O)[nH]c1=O,100,0.1

# For reference, 3 of the compounds above.
Structure,PV pol inh,PV pol inh FP z-score
CC1=CC(=C(C#N)C#N)C=C(C)N1CC1CCCO1 (configuration not stated),96,-0.3
Cc1cc(=O)oc2cc(OCC(=O)Nc3ccc(O)c(C(=O)O)c3)ccc12,100,-1.3
Cc1n[nH]c(=O)[nH]c1=O,100,0.1

# Next records
Structure,PV pol inh,PV pol inh FP z-score
O=C(CSc1nccn1Cc1ccc2c(c1)OCO2)Nc1ccccc1F,111,0.9
CCN(c1ccccc1)S(=O)(=O)c1nnc(NC(=O)c2ccccc2)s1,102,-1.5
CNc1ccc(-c2nc(-c3ccccn3)no2)cc1[N+](=O)[O-],110,0.5
Cc1ccc(N2C(=NC(=O)CCC(=O)O)SC3CS(=O)(=O)CC32)cc1C (configuration not stated),100,-0.1
CSC(=S)N/N=C(\C)c1ccccc1,118,2.2
O=C(CCCCn1c(=O)c2ccccc2n(Cc2ccc(F)cc2Cl)c1=O)NCCc1ccc(Cl)cc1,110,1.1
COCCNC(=O)c1ccc2c(Cl)c3c(nc2c1)CCCC3,103,0.6
O=C(N[C@@H](Cc1ccccc1)c1nc2ccccc2[nH]1)c1ccc(=O)[nH]c1,98,-0.5
CCOc1ccc2[nH]c(=O)c(CN(CC3COCCO3)C(=O)C3CC3)cc2c1 (configuration not stated),103,0.5
Nn1c(SCC(=O)N(Cc2ccco2)C2=CCCCC2)nnc1-c1ccc(OC(F)F)cc1,100,-0.4
CCOC(=O)N1CCN(C(=O)c2cc(-c3cccc(OC)c3)n[nH]2)CC1,103,0.5
Cc1ccc(Cc2nc3ccccc3nc2SCC(=O)N2CCN(c3ccccc3)CC2)cc1,105,-0.1
COc1cc(SC)ccc1C(=O)NN1CCOCC1,103,0.1
O=C(O)c1cc(=O)c2c(O)cccc2o1,103,0
Cn1cc(S(=O)(=O)N2CCCCC2)cc1C(=O)N1CCN(c2ccc(F)cc2)CC1,102,-0.8
O=c1c2cc3c(nc2ncn1Cc1ccccc1F)CCCC3,106,-0.2
Cc1nc(-c2ccccc2)sc1C(N)=O,102,0.1
Cc1c(C)c(C)c2[nH]c(SCc3nc(-c4ccc(Cl)cc4)no3)nc2c1C,105,0.3
Cc1cnc(C(=O)OCC(=O)C(C)(C)C)cn1,103,0
Cc1ccc(S(=O)(=O)CCC(=O)Nc2ccc(S(N)(=O)=O)cc2)cc1,106,1.5
O=C(NCc1ccccc1)c1cc2ccc3cccnc3c2[nH]1,109,0.2
O=C(CSc1ncc(CO)n1Cc1ccc(Cl)cc1)N1CCN(c2ccccc2)CC1,101,0.3
O=C(O)CONC1=NS(=O)(=O)c2ccccc21,106,0.2
N#CCSc1nc2nccnc2c(=O)n1Cc1ccccc1Cl,101,-0.2
Cc1ccc(-c2noc(CCCC(=O)NCC3CCCO3)n2)cc1 (configuration not stated),103,0.6
Cc1cc(NC(=O)Cn2c(=O)nc(-c3ccccc3F)c3cc(Cl)ccc32)ccc1Br,107,0.2
O=C(CSc1nnc(Cc2ccccc2)o1)c1ccccc1,102,0.1
COc1ccc(-c2noc(COC(=O)C3=NN(c4cc(C)ccc4C)C(=O)CC3)n2)c(OC)c1,104,0.2
[O-][n+]1c2c(nn1-c1ccccc1)/C(=N\O)CCC2,101,-0.3
CC1CCN(C(=O)CSc2nc3c([nH]c4ccccc43)c(=O)n2-c2ccccc2)CC1,108,0.1
CC(Sc1ccc(Cl)cc1)C(=O)NCc1ccncc1 (configuration not stated),105,0.3
COc1ccc2c(Sc3ccccc3)c(C(=O)N3CCCCC3)[nH]c2c1,100,-1
COc1ccc(NC(=O)C2CCN(S(=O)(=O)c3c(C)noc3/C=C/c3ccc(C)cc3)CC2)cc1Cl,106,-0.1
CC1CCc2[nH]c(=S)nc(C(F)(F)F)c2C1 (configuration not stated),99,-0.5
c1nc(N2CCCCCC2)c2ccsc2n1,103,0.6
CCn1cc(Br)c(C(=O)Nc2ccccc2C(C)(C)C)n1,98,-1.1
CC(C)N1C(=O)CCC1C(=O)NCCc1ccc(Cl)cc1 (configuration not stated),103,0.8
COc1cccc(-n2c(SCC(=O)Nc3ccc4[nH]c(=O)[nH]c4c3)nc3ccccc3c2=O)c1,105,0.1
CC1=CC(=Nc2c(C)n(C)n(-c3ccccc3)c2=O)c2ccccc2C1=O,101,-0.2
Cc1ccc(-n2nnnc2SCC(=O)N2Cc3ccccc3CC2C(=O)O)cc1 (configuration not stated),103,0.1
Cc1ccc(-n2c(CCC(=O)O)ccc2-c2cccs2)cc1C,115,0.6
CSc1ncc(Cl)c(C(=O)Nc2c(C(=O)Nc3ccccc3)oc3ccccc23)n1,107,1.2
O=C(COc1cccc(-n2cnnn2)c1)N1CCCCCC1,101,-0.2
N#Cc1ccccc1CS(=O)(=O)N1CCOCC1,99,-0.5
CCOc1cc(-n2cnnn2)c(OCC)cc1NC(=O)c1cc2cccc(OC)c2oc1=O,99,-0.7
CCc1ccc(NC(=O)CN2C(=O)CC(c3ccccc3)Sc3ccccc32)cc1 (configuration not stated),104,-0.3
CCN(CC)CCCNC(=O)Cc1csc2nc(-c3ccc(Cl)cc3)cn12,87,-4.4
CC(=O)NC(c1ccccc1)(c1ccccc1)C(F)(F)F,103,0.3
O=C1/C(=C/c2c[nH]c3ccccc23)CSc2ccccc21,105,0.2
COCc1nnc(NC(=O)C2CC(=O)N(CCc3ccc(F)cc3)C2)s1 (configuration not stated),101,-0.2
O=C(Cc1csc(-c2ccccc2)n1)NC1CC1,108,0.8
CCN1CCN(c2oc(COc3ccc(Cl)cc3)nc2C#N)CC1,101,0.2
O=c1[nH]c(NC2CCN(S(=O)(=O)c3ccccc3C(F)(F)F)CC2)nc2c1CCCC2,105,1.3
COc1ccc(/C=N/NC(=O)Nc2nonc2N)cc1,103,0.1
CCCCC/C=C\C[C@H](O)/C=C/C=C\C/C=C\CCCC(=O)O,101&101,-0.2&0.2
COc1ccc(NC(=O)CSc2cn(CC(=O)N3CCCCC3)c3ccccc23)c(OC)c1,115,0.1
O=C(COCc1cc(-c2cccs2)on1)NCc1ccc(Cl)cc1,103,-1.1
CCCc1nn2c(=O)cc(COC(=O)c3ccc(NC(=O)COc4ccccc4F)cc3)nc2s1,116,2.4
CCc1ccc(Nc2nc(N)nc(-c3oc4ccccc4c3C)n2)cc1,103,1.1
COc1ccc(NC(=O)C2CCCN(S(=O)(=O)c3ccc4c(c3)CCCN4C(C)=O)C2)cc1 (configuration not stated),111,1.4

# Next section
Structure,PV pol inh,PV pol inh FP z-score
CCOC(=O)/C(=C\c1cccs1)C(=O)CN1C(=O)c2ccccc2S1(=O)=O,103,-0.1
Cc1ccc(/C(O)=C2/C(=O)C(=O)N(CCCN(C)C)C23C(=O)N(C)c2ccccc23)cc1F (configuration not stated),101,0.2
COc1cccc(NC(=O)CCNS(=O)(=O)c2ccc3c(c2)oc(=O)n3C)c1,106,0.5
Cc1ccc(C(=O)CSc2ncn[nH]2)c(C)c1,101,-0.2
O=C(Nc1ccccc1Cl)c1cc2c(s1)CCC2,102,0.2
O=C(c1cc2c(Cl)ccc3c2n1CCO3)N1CCC(N2CCCCC2)CC1,102,-0.1
COc1ccccc1N(Cc1csc(-c2ccccc2)n1)S(=O)(=O)c1cccs1,103,0.2
CCCN(CCC)C(=O)c1cnn(-c2ccc(C)c(C)c2)c1NC(C)=O,99,-0.4
CN(C)c1ccc(/C=N/c2nc3ccccc3o2)cc1,112,3.2
O=C(CSc1nc2ccccc2[nH]1)Nc1ccccc1F,100,-0.7
CCCn1c(COc2cccc(C)c2)nc2ccccc21,107,0.1
CC1CCCN(S(=O)(=O)c2ccc3ccccc3c2)C1 (configuration not stated),101,-0.1
CCN(CC)C(=O)n1c(Cc2ccccc2)nc2ccccc21,100,-0.5
COc1cccc(OC)c1C(=O)O/N=C(\N)c1cccc(C)c1,99,-0.3
O=C1OC(COc2ccccc2)CN1c1ccccc1 (configuration not stated),101,-0.1
CCC(NS(=O)(=O)c1ccc(OC)cc1)C(=O)NCc1ccccc1OC (configuration not stated),102,0
CCCC(=O)Nc1cccn(Cc2ccccc2Br)c1=O,103,0.4
Cc1cccc(C)c1OCC(=O)Nc1ncn[nH]1,106,0.3
CCc1[nH]c(C(=O)O)c(C)c1C(=O)OC,101,-0.2
S=c1nc[nH]c2c1[nH]c1ccccc12,99,-0.9
CSc1ccccc1NC1=NCCC1,101,-0.1
O=c1oc2c(F)cc(F)cc2cc1S(=O)(=O)c1ccc(F)cc1,106,-0.2
O=C(CCn1cnc2onc(-c3ccc(F)cc3)c2c1=O)Nc1cccc(C(F)(F)F)c1,109,0.4
O=C1c2ccccc2NC2(CCCCC2)N1Cc1ccco1,104,0.9
Fc1ccccc1N1CCN(c2ncc3c(n2)CCN(Cc2cc(Br)cs2)C3)CC1,110,0.6
CCN(CC)C(=O)NCc1ccc(OC)cc1,103,0.6
O=C(COC(=O)c1cc(-c2ccccc2)nc2ccccc12)NC1CC1,101,-0.2
COC(=O)c1ccc(OC)c(CN2CCCN(Cc3ccc(C)cc3)S2(=O)=O)c1,101,-0.8

# Two records picked at random from those above:
Structure,PV pol inh,PV pol inh FP z-score
CSc1ccccc1NC1=NCCC1,101,-0.1
COC(=O)c1ccc(OC)c(CN2CCCN(Cc3ccc(C)cc3)S2(=O)=O)c1,101,-0.8
